Screening results: PubChem BioAssay, National Center for Advancing Translational Sciences (NCATS)
TDP-43 yeast inh = qHTS of TDP-43 Inhibitors; TDP-43 expressing yeast growth rescue, BacTiter-Glo, 24 h; AID 652104, 2013; 410,000 compounds, 1.8% hits; Potency, µM (doses to about 46.1 µM), without a hit: at the top dose growth rescue (activation), most hits filed as activators; also: potency is read from the fitted curve at half-maximal effect; % of control where 0% means no effect; nearly all actives have a fitted effect of over 50% in size
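Growth rescue of TDP-43-toxic yeast measured as ATP luminescence (BacTiter-Glo). Cells grown to mid-log in raffinose, induced in galactose at OD600=0.02, exposed to compound 24 hr at 30 deg C.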
aSyn yeast inh = qHTS of alpha-syn Inhibitors; Yeast expressing alpha-synuclein, growth rescue, BacTiter-Glo, 24 h; Potency, µM (highest dose often 46.1 µM), for the others: at the top dose growth rescue (activation), actives largely listed as activators; AID 652106, 2013; 370,000 compounds, 0.14% hits; also: potency is read from the fitted curve at half-maximal effect; % of control where 0% means no effect; nearly all actives have a fitted effect of over 65% in size
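Readout is rescue of growth in alpha-synuclein-expressing yeast, so inhibitors of toxicity appear as activators. Growth after 24 hr at 30 deg C in galactose medium is quantified by luminescence.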
MmCpn inh = Inhibitors of TCP-1 ring complex (TRiC) of Methanococcus maripaludis (MmCpn): qHTS; Chaperonin Mm-Cpn (Methanococcus maripaludis); Potency, µM (top dose mostly 76.9 µM), for the others: at the top dose activity, negative = inhibition, actives largely listed as inhibitors; purified Mm-Cpn ATPase, ADP Transcreener TR-FRET; 330,000 compounds, 0.031% hits; also: potency is read from the fitted curve at half-maximal effect; % is scaled to controls: 0 for no effect and ±100 for the full control effect; nearly all actives have a fitted effect of over 80% in size
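25 nM Mm-CPN + cpd, 10 min 37°C; + 10 uM ATP, 30 min 37°C; buffer 30 mM Tris pH 7.4, 100 mM KCl, 5 mM MgCl2, 1 mM DTT; Transcreener ADP HTRF detection 30 min RT.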
PTHR1 agonist = qHTS for PTHR1 Agonists: Primary Screen; Parathyroid hormone/parathyroid hormone-related peptide receptor (Homo sapiens), Q03431; HEK293 GP2 PTHR1 cells, GloSensor cAMP luminescence, 1 h; Potency, µM (titrated, usually from 115 µM), without a hit: at the highest dose activation, most hits filed as activators; 410,000 compounds, 0.075% hits; also: potency is read from the fitted curve at half-maximal effect; nearly all actives have a fitted effect of over 55% in size; some results filed as inactive show a strong effect at the top dose; inactives centre near -15; many of its hits are not listed in these tables
Target sequence (Q03431 whole entry, looked up): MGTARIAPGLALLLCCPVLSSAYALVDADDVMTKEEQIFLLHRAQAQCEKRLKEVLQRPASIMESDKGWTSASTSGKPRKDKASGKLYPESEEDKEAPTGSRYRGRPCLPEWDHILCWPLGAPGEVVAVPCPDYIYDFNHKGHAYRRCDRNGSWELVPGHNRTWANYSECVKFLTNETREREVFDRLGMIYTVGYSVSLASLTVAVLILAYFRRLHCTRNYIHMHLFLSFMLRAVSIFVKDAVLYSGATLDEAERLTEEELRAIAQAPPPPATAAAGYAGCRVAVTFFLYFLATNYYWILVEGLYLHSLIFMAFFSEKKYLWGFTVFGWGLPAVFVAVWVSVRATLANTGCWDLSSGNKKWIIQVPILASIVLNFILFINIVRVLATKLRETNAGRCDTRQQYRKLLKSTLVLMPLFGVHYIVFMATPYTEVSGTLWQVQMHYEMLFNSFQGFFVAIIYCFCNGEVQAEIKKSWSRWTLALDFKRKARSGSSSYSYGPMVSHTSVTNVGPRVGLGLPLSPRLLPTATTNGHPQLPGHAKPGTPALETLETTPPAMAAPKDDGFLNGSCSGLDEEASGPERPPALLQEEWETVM
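HEK-293-derived GP2 cells expressing PTHR1 and a GloSensor cAMP reporter, 3,000/well, plated overnight, given luciferin plus IBMX (each 0.5 mM as added) for 1 h at 37 °C, then compound for 1 h at 37 °C. Luminescence was read after 15 min at room temperature.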
HEK293 tox = qHTS of GLP-1 Receptor Inverse Agonists: Cytotox Screen. HEK293 cAMP-luciferase reporter cells, luminescence, 24 h. Potency, µM (doses to about 38.3 µM), for the others: at the top dose activity change, negative = inhibition, actives largely listed as inhibitors. 410,000 compounds, 0.13% hits. AID 624418, 2012;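 also: loss of luciferase light is scored as toxicity; potency is read from the fitted curve at half-maximal effect; % is scaled to controls: 0 for no effect and ±100 for the full control effect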
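Seeding density was 200 cells/uL; after overnight-length (12 h) culture, 23 nL compounds went on for 24 h at 37 °C. Readout used a luciferase detection reagent, luminescence taken after 12 min at room temperature.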
Abeta yeast res = qHTS for compounds that reverse cellular toxicity of Amyloid beta (A-beta) peptide in yeast: Primary Screen. yeast expressing A-beta42, growth rescue, OD600, 48 h; response scale: 0% DMSO, 100% iron-clioquinol control. Potency, µM (series often up to 46.1 µM), for the others: top-dose growth rescue, hits mostly activators. 410,000 compounds, 0.063% hits. AID 1347071, 2019; also: potency is read from the fitted curve at half-maximal effect; nearly all actives have a fitted effect of over 55% in size
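Growth rescue measured by 600 nm absorbance after 48 h yeast culture at 30 C with compound. Values normalized between DMSO and an equimolar ferric chloride plus clioquinol control.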
pAkt inh = HTS Assay for Inhibitors of Akt Phophorylation: Primary Screen; Neuro2A IGF-stimulated pAkt S473 HTRF, 20 min; hits give low values; activity change, % for hits at 50 µM; 360,000 compounds, 0.32% hits; in the data active = activity change below about -80%; inconclusive = mostly about -51% to -80%; also: % is scaled to controls: 0 for no effect and ±100 for the full control effect
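Neuro2A cells (4,500/well, DMEM with 0.5% FBS) were treated with compound at a single 50 µM final concentration, stimulated with 6 nM IGF for 20 min at 37 °C, and lysed. Phospho-Akt Ser473 was read by HTRF as 665/615 ratio ×10^4.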
FUS suppressor = qHTS for Suppressors of FUS Proteinopathy: Primary screen using FUS-linked yeast assay | Potency, µM (top dose mostly 76.6 µM), without a hit: at the top dose growth rescue (activation), most hits filed as activators | 390,000 compounds, 0.24% hits | AID 1347120, 2019 | S. cerevisiae FUS-expressing, growth rescue, OD600, 24 h;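 also: potency is read from the fitted curve at half-maximal effect; plate controls were DMSO vehicle for no effect and reference control for full effect; nearly all actives have a fitted effect of over 55% in size; some results filed as inactive show a strong effect at the top dose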
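Absorbance at 600 nm, taken 24hr after compound addition, measured rescue of FUS-yeast growth at 30C. Induction used 2% galactose with seeding at OD 0.005. Controls: CP55940 from 92uM final, DMSO only.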
GLP1R inv ag = qHTS of GLP-1 Receptor Inverse Agonists (Inhibition Mode). Glucagon-like peptide 1 receptor (Homo sapiens), P43220. HEK293 GLP-1R CRE-luciferase, luminescence, 24 h; GLP-1R form is constitutively active. Potency, µM (series often up to 38.3 µM), inactives show at the top dose activity change, negative = inhibition, usual class: inhibitors. 410,000 compounds, 1.6% hits. AID 624417, 2012; also: potency is read from the fitted curve at half-maximal effect; % is scaled to controls: 0 for no effect and ±100 for the full control effect; nearly all actives have a fitted effect of over 55% in size
Target sequence (P43220 whole entry, looked up): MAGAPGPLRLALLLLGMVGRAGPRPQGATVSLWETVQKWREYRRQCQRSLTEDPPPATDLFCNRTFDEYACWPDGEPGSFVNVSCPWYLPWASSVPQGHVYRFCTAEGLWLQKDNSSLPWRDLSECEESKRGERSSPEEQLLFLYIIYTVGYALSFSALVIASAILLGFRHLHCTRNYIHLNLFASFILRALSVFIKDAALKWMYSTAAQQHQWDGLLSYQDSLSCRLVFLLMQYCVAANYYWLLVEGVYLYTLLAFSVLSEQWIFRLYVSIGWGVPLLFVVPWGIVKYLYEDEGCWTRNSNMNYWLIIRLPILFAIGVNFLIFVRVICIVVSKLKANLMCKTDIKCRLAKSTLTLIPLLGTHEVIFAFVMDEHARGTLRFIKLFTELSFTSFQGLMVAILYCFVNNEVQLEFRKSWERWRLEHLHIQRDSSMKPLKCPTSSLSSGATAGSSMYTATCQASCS
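Inverse agonism was detected as reduced cAMP-driven luciferase luminescence after 24 h compound treatment. The cells were HEK293 clones expressing constitutively active human GLP-1R with the reporter. Reporter-only and GPR119 cell lines served as counterscreen controls.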
* marks the source's active call; other numbers are inactive results; i = inactive; ? = inconclusive; . = no result given; & = joins results of further samples; [ ] = another dose, or the depositor's remark. Unless noted, calls follow the shape of the dose curve; as a rule, active = well fitted curve in the direction sought with a large enough effect; inconclusive = small, poorly fitted or top-dose-only effect, or another doubt; inactive = no such curve, though single readings can be large; an effect the other way counts as inactive or inconclusive.

Values in the order: TDP-43 yeast inh	aSyn yeast inh	MmCpn inh	PTHR1 agonist	HEK293 tox	Abeta yeast res	pAkt inh	FUS suppressor	GLP1R inv ag
[1] Fc1ccc(-n2ncc3c(NC4CCCCCC4)ncnc32)cc1
  ?	.	.	-23%	-7%	-1%	.	5%	-27%
[2] COc1cccc(Nc2nc(C)cc(C)c2C(N)=O)c1
  10%	-5%	1%	i	-13%	7%	i	-5%	21%
[3] O=C(c1cccn(Cc2ccc(C(F)(F)F)cc2)c1=O)N1CCOCC1
  22%	-7%	-1%	i	8%	-9%	i	-29%	6%
[4] COc1ccc(-c2nn(-c3ccccc3)cc2C(N)=O)cc1OC
  22%	3%	-22%	-10%	-4%	19%	i	-4%	6%
[5] CCc1cc2c(-c3ccccc3)cc(=O)oc2cc1OCC(C)=O
  ?	8%	1%	i	20%	5%	i	12%	26%
[6] CC(C)C(=O)NC(C)C(c1cccs1)N1CCN(c2ccccc2)CC1 (stereo unspecified)
  5%	-3%	0%	i	-16%	-6%	i	.	?
[7] Nc1nnc(CCOc2ccccc2Cl)s1
  0%	-6%	5%	-21%	1%	13%	i	15%	0%
[8] COc1ccc(N2CCN(C(=O)COC(=O)COc3ccc(C#N)cc3)CC2)cc1
  19%	2%	-2%	-14%	4%	7%	i	-9%	11%
[9] CN/C(=C\[N+](=O)[O-])NCCSCc1ccc(CN(C)C)o1
  17%	-1%&1%&4%	1%	-13%	-6%	4%	i	-21%	13%
[10] Cc1ccc(CNC(=O)Nc2cn(CC(C)C)c(=O)c3ccccc23)cc1
  ?	5%	.	i	-2%	-19%	.	15%	-8%
[11] COc1cc(OC)c(C(=O)O/N=C(\N)c2cccc(C)c2)cc1OC
  ?	-54%[inhibitor]	0%	i	?	-10%	i	18%	9%
[12] Cc1ccccc1-c1nnn(CC(=O)NCc2ccc3c(c2)OCO3)n1
  24%	2%	1%	i	0%	5%	i	-7%	0%
[13] CNC(=O)CN(CCc1ccccc1)S(=O)(=O)c1ccc(OC)cc1
  9%	4%	0%	i	4%	5%	i	-14%	2%
[14] O=C(O)C1C2C=CC3(O2)C1C(=O)N1c2ccccc2COC13 (stereo unspecified)
  -11%	6%	1%	-21%	-9%	8%	i	0%	11%
[15] Cc1nn(-c2ccccc2)c(C)c1/C=N/NC(=O)c1cnccn1
  22%	9%	2%	i	-9%	11%	i	3%	12%
[16] Cc1cc2nc(-c3ccc(=O)[nH]c3)n(Cc3ccccc3)c2cc1C
  0%	-3%	-4%	-29%	-1%	10%	i	-10%	53%[activator]
[17] O=C(CCc1n[nH]c(=O)[nH]c1=O)N1CCCCC1
  2%	0%	-2%	-10%	?	-24%	i	-24%	-12%
[18] COc1ccc(NC(=O)CN2CCN(CC(=O)Nc3ccc(F)cc3F)CC2)cc1
  9%	2%	0%	-4%	-5%	-16%	i	9%	-17%
[19] CSCCC(NC(=O)c1ccc(Cl)cc1)C(=O)OCC(=O)Nc1cc(Cl)ccc1C#N (stereo unspecified)
  6%	-4%	-10%	-21%	-19%	-3%	i	.	2%
[20] COCCNC(=O)c1onc(CSc2cccc(Cl)c2)c1C(=O)O
  15%	0%	1%	0%	6%	-8%	i	-27%	-29%
[21] COc1ccc(Sc2nc(-c3ccccc3)ncc2C(=O)O)cc1
  -7%	1%	1%	-67%[inhibitor]	16%	-18%	i	?	-1%
[22] COc1ccccc1C(=O)n1nc(-c2ccccc2)nc1NCc1ccco1
  -16%	-29%	2%	-6%	-13%	-3%	i	3%	?
[23] Cc1c(C(=O)N2CCCCCC2)oc2ccccc12
  10%	17%	0%	-5%[57.5 µM]	-5%	4%	.	25%	?
[24] Cc1c(NC(=O)C23CC4CC(CC(C4)C2)C3)c(=O)n(-c2ccccc2)n1C
  9%	-1%	-3%	i	1%	-8%	i	-9%	13%
[25] O=C(c1ccc2ccccc2c1)N1CCc2ccccc21
  27%	1%	3%	-17%	1%	11%	i	-17%	?
[26] CCCCCOC(=O)C(C)c1c(C)[nH]c(=S)[nH]c1=O (stereo unspecified)
  2%	5%	-3%	i	-5%	14%	i	0%	0%
[27] CC(C)(C)NCC(O)COc1ccccc1C(=O)CCc1ccccc1 (stereo unspecified)
  -9%	0%	4%[15.4 µM]	i	?	0%	i	34%	11µM*
[28] COC(=O)NNC(=O)Cc1cccc2ccccc12
  8%	1%	2%	i	2%	4%	i	.	-9%
[29] COC(=O)N(C)C[C@@H]1OCc2ccccc2-c2c(n(C)c3ccccc23)C(=O)N([C@H](C)CO)C[C@@H]1C
  15%	7%	.	-23%	3%	-2%	i	33%	?
[30] CC(=O)Nc1ccc(S(=O)(=O)N(C)CC(=O)OCC(=O)Nc2cc(C)on2)cc1
  -15%	-3%	1%	?	2%	-4%	i	-12%	-1%

Overlap with the part before: five compounds, then new ones.
Values in the order: TDP-43 yeast inh	aSyn yeast inh	MmCpn inh	PTHR1 agonist	HEK293 tox	Abeta yeast res	pAkt inh	FUS suppressor	GLP1R inv ag
[26] CCCCCOC(=O)C(C)c1c(C)[nH]c(=S)[nH]c1=O (stereo unspecified)
  2%	5%	-3%	i	-5%	14%	i	0%	0%
[27] CC(C)(C)NCC(O)COc1ccccc1C(=O)CCc1ccccc1 (stereo unspecified)
  -9%	0%	4%[15.4 µM]	i	?	0%	i	34%	11µM*
[28] COC(=O)NNC(=O)Cc1cccc2ccccc12
  8%	1%	2%	i	2%	4%	i	.	-9%
[29] COC(=O)N(C)C[C@@H]1OCc2ccccc2-c2c(n(C)c3ccccc23)C(=O)N([C@H](C)CO)C[C@@H]1C
  15%	7%	.	-23%	3%	-2%	i	33%	?
[30] CC(=O)Nc1ccc(S(=O)(=O)N(C)CC(=O)OCC(=O)Nc2cc(C)on2)cc1
  -15%	-3%	1%	?	2%	-4%	i	-12%	-1%
[31] O=C(Nc1cccc(S(=O)(=O)N2CCOCC2)c1)c1ccc(Cl)c([N+](=O)[O-])c1
  -32%[inhibitor]	-3%	-4%	-92%[inhibitor]	-18%	-12%	i	47%	?
[32] COc1cccc(NC(=O)COC(=O)CNS(=O)(=O)c2c(F)cccc2F)c1
  -16%	-4%	0%	i	6%	-4%	i	.	-12%
[33] Cc1ccc(S(=O)(=O)NC(C(=O)Oc2ccc3ccc(=O)oc3c2)c2ccccc2)cc1 (stereo unspecified)
  3%	-18%	-10%	i	146%[activator]	-12%	i	11%	17%
[34] CC(C)COc1ccc(C(=O)Nc2cccc(-c3nc4ccccc4[nH]3)c2)cc1
  0%	.	.	i	-25%	-37%[inhibitor]	.	45%	?
[35] CCOc1ccc(C(C(=O)NCC2CCCO2)N(Cc2cccs2)C(=O)c2snc(C(N)=O)c2N)cc1 (stereo unspecified)
  -9%	-4%	1%	-10%	0%	-13%	i	-1%	9%
[36] CCSc1nnc(NC(=O)CCc2ccc(OC)cc2)s1
  16%	4%	-16%	i	64%[activator]	7%	i	1%	6%
[37] O=C(CCC(=O)N1CCN(C2CCCCC2)CC1)Nc1nnc(C(F)(F)F)s1
  -6%	-9%	-1%	i	2%	0%	.	-1%	3%
[38] CC1Cc2ccccc2N1C(=O)COC(=O)CNC(=O)c1ccc(Br)o1 (stereo unspecified)
  -6%	-4%	2%	-6%[57.5 µM]	-3%	-2%	i	8%	10%
[39] COc1cccc(/C=N/NC(=O)CO/N=C(\C)c2cccs2)c1OC
  -9%	2%	-6%	i	1%	2%	i	-1%	-3%
[40] CCN(CC(=O)Nc1cc(Cl)ccc1C)C(=O)CSCc1ccccc1
  0%	28%	1%	-43%[inhibitor]	-25%	?	i	21%	13µM*
[41] COc1ccccc1NS(=O)(=O)c1ccc(Cl)c(NC(=O)c2sc3cc(Cl)ccc3c2Cl)c1
  -9%	-10%	0%	-5%	-1%[7.66 µM]	4%	i	13%	-7%[7.66 µM]
[42] Brc1ccc(-c2csc(NC3=NCCCCC3)n2)cc1
  -19%	15%	0%	i	12%	-12%	i	11%	3%
[43] N#CCCn1ccc(NC(=O)c2ccc(Cl)cc2)n1
  0%	-12%	0%	i	-5%	-20%	i	-4%	9%
[44] C=CCOc1ccccc1CN1CCC(Oc2ccc(C(=O)N3CCCC3)cc2)CC1
  6%	2%	1%	2%	-24%	5%	i	7%	?
[45] CC(C)(C)n1nc2c(c1NC(=O)c1cccs1)CS(=O)C2 (stereo unspecified)
  21%	-1%	3%	-55%[inhibitor]	0%	4%	i	-6%	7%

Some of the compounds tested; count on the stated rates, not on these rows.
